Screening data deposited in PubChem BioAssay by National Center for Advancing Translational Sciences (NCATS).
aSyn yeast inh – alpha-synuclein toxicity inhibition in yeast. hit rate 0.14% among 370,000. Yeast expressing alpha-synuclein, growth rescue, BacTiter-Glo, 24 h. Potency, µM (series often up to 46.1 µM), for the others: at the highest dose growth rescue (activation), most hits filed as activators; also: potency is read from the fitted curve at half-maximal effect; % of control where 0% means no effect; nearly all actives have a fitted effect of over 65% in size
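Galactose-induced alpha-syn yeast (OD600=0.02, raffinose-pregrown) + pinned cpd, 24 hr, 30 deg C; growth by BacTiter-Glo luminescence. Growth restoration scores as activation.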
EPAC2 agonist – activates human EPAC2 exchange factor | EPAC2 activation, biochemical qHTS; response scale: 100% = 6.5 mM cAMP response | Potency, µM (titrated, usually from 154 µM), for the others: at the highest dose activation, actives largely listed as activators | hit rate 0.079% among 360,000 | AID 720711; also: potency is read from the fitted curve at half-maximal effect; nearly all actives have a fitted effect of over 50% in size
Target sequence (Q8WZA2 whole entry, looked up): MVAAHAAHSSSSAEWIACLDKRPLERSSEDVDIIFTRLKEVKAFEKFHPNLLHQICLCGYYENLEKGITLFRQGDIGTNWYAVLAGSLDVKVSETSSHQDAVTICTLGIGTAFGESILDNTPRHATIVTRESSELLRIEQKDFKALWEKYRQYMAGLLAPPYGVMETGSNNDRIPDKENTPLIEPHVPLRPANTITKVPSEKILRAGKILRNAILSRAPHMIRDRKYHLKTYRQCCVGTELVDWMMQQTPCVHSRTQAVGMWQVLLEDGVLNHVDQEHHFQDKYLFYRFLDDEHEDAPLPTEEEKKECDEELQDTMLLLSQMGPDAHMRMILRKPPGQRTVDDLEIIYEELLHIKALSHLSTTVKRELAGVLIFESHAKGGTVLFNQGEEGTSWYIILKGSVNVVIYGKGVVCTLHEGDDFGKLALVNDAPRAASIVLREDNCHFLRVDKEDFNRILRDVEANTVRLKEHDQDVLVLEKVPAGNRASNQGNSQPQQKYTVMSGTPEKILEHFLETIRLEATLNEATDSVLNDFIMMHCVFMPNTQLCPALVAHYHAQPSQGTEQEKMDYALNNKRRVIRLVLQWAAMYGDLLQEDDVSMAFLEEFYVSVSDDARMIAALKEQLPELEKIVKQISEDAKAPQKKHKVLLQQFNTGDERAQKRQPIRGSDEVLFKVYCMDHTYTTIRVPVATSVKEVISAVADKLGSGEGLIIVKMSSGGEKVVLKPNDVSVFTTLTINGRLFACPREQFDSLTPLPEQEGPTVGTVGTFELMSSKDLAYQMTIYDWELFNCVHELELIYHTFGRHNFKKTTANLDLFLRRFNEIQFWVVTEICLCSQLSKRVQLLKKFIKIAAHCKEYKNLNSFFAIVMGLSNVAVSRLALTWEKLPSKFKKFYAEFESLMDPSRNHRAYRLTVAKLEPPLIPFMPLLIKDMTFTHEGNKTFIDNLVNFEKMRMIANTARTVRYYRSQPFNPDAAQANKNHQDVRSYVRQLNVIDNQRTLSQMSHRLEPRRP
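Compounds were added across a concentration range to EPAC2 (100 nM), RAP1B-BODIPY-GDP (250 nM) and GDP (50 uM). After 5 min at room temperature, fluorescence was recorded at 5-min intervals for 30 min.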
TDP43 rescue – rescues yeast growth from TDP-43 toxicity | TDP-43 expressing yeast growth rescue, BacTiter-Glo, 24 h | Potency, µM (series often up to 46.1 µM), without a hit: at the highest dose growth rescue (activation), actives largely listed as activators | hit rate 1.8% among 410,000; also: potency is read from the fitted curve at half-maximal effect; % of control where 0% means no effect; nearly all actives have a fitted effect of over 50% in size
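Luminescence from BacTiter-Glo reports growth of TDP-43-expressing yeast after 24 hr at 30 deg C with compound. Cells were raffinose-pregrown to mid-log, then seeded in galactose medium at OD600=0.02.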
D3 antag – D3 dopamine receptor (human) antagonism; P35462; D3R cells, DiscoveRx beta-arrestin luminescence, antagonist mode; active compounds read low; hit rate 2.5% among 360,000; max response, negative = inhibition, %; in the data active = max response below about -50%; inconclusive = no clear call, values can overlap the other calls; also: % is scaled to controls: 0 for no effect and ±100 for the full control effect; mostly tested at two doses, the higher about 12 µM
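Cells expressing the human receptor were seeded at 1500 cells/well, incubated overnight at 37 degrees C in 5% CO2, then exposed to library compounds with dopamine controls for 90 minutes at 37 degrees C before luminescent detection.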
Abeta rescue – compounds reversing amyloid beta toxicity in yeast; Potency, µM (doses to about 46.1 µM), without a hit: top-dose growth rescue, actives largely listed as activators; hit rate 0.063% among 410,000; yeast expressing A-beta42, growth rescue, OD600, 48 h; response scale: 0% DMSO, 100% iron-clioquinol control; also: potency is read from the fitted curve at half-maximal effect; nearly all actives have a fitted effect of over 55% in size
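Growth rescue measured by 600 nm absorbance after 48 h yeast culture at 30 C with compound. Values normalized between DMSO and an equimolar ferric chloride plus clioquinol control.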
FUS yeast rescue – suppressors of FUS proteinopathy in yeast. S. cerevisiae FUS-expressing, growth rescue, OD600, 24 h. Potency, µM (highest dose often 76.6 µM), for the others: at the top dose growth rescue (activation), most hits filed as activators. hit rate 0.24% among 390,000. AID 1347120;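 also: potency is read from the fitted curve at half-maximal effect; plate controls were DMSO vehicle for no effect and reference control for full effect; nearly all actives have a fitted effect of over 55% in size; some results filed as inactive show a strong effect at the top dose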
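FUS-expressing yeast, raffinose-pregrown, induced in 2% galactose minimal medium at OD 0.005; compounds in a dilution series, 24hr at 30C. Growth restoration read as absorbance at 600 nm. CP55940 positive control, DMSO negative.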
D3 ag – agonists of human D3 dopamine receptor | P35462 | D3R DiscoveRx beta-arrestin cells, luminescence, 90 min | max activation, % | hit rate 0.58% among 410,000; in the data active = max activation above about 30%; also: 0% is about no effect; mostly tested at two doses, the higher about 12 µM
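Agonist-mode cell screen: cells plated at 1500/well and incubated overnight at 37 °C, then exposed to library compounds for 90 min at 37 °C. Detection reagent was added for 30–60 min at room temperature, and luminescence was read.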
EPAC2 antag – antagonists of human EPAC2; Q8WZA2; EPAC2 GEF exchange of Rap1B-BODIPY-GDP, fluorescence; Potency, µM (highest dose often 114 µM), inactives show top-dose activity, negative = inhibition, most hits filed as inhibitors; hit rate 0.18% among 360,000; also: potency is read from the fitted curve at half-maximal effect; % is scaled to controls: 0 for no effect and ±100 for the full control effect; nearly all actives have a fitted effect of over 45% in size; many of its hits are not listed in these tables
An asterisk follows results filed as active; ? = inconclusive; nt = not tested or not shown; & = joins results of further samples; [ ] = remark or other dose. Unless noted, calls follow the shape of the dose curve; as a rule, active = well fitted curve in the direction sought with a large enough effect; inconclusive = small, poorly fitted or top-dose-only effect, or another doubt; inactive = no such curve, though single readings can be large; an effect the other way counts as inactive or inconclusive. These rows are one share of the data; the hit share may differ from the screen's.

SMILES	aSyn yeast inh	EPAC2 agonist	TDP43 rescue	D3 antag	Abeta rescue	FUS yeast rescue	D3 ag	EPAC2 antag
COC(=O)Cc1ccc(NC(=S)NNC(=O)C2CC2)cc1	0.1%	8.8%	-19.8%	-15.6	0.7%	3.3%	-4.7	-1.4%
O=C(Nc1ccc(Cl)c(S(=O)(=O)N2CCOCC2)c1)c1cn2ccccc2n1	0.1%	-8.0%	21.8%	4.3	-8.6%	-6.8%	5.2	5.3%
Cc1ccc(CCNC(=O)CN(C)S(=O)(=O)c2ccc3c(c2)n(C)c(=O)c(=O)n3C)cc1	-0.7%	-3.2%	-13.3%	6.5	-4.4%	16.1%	-4.3	7.7%
COc1cccc(CC(=O)N2CCC(n3nccc3NC(=O)C3CCOC3)CC2)c1 (stereo unspecified)	2.7%	6.9%	3.7%	-1.5	-12.8%	10.5%	-0.2	-1.8%
CCOc1ccc2nc(NC(=O)NC3CCCCC3)sc2c1	2.7%	-5.6%	0.0%	-20.8	-9.9%	-7.0%	0.2	13.4%
CCCCN1CC(C(=O)NC2CCCCC2)CC1=O (stereo unspecified)	-6.5%	1.3%	10.0%	-10.2	2.6%	14.4%	2.5	-4.1%
COc1ccc(-c2nc3scc(CCNS(=O)(=O)c4ccc(NC(C)=O)cc4)n3n2)cc1	nt	nt	15.7%	nt	3.4%	6.1%	9.1	nt
NC(=O)C1(N2CCCCC2)CCN(CC(=O)Nc2ccccc2-c2ccccc2)CC1	-3.4%	7.3%	-9.5%	-8.4	-9.1%	-1.2%	-1.8	-2.8%
CCCCn1c(NCc2ccc(OC)cc2O)nc2ccccc21	0.0%	3.2%	1.7%&9.3%	15.6	-8.2%&-8.0%	-30.9%&5.2%	-0.5&-7.4	-6.1%
Cc1ccc(N(C(=O)c2snc(C(N)=O)c2N)C(C(=O)NCC2CCCO2)c2ccc(C)o2)c(C)c1 (stereo unspecified)	?	1.9%	-0.6%	5.6	10.2%	?	3.3	-18.2%
O=C(Nc1ccc2c(c1)CCC2)c1ccc(Br)o1	-14.6%	11.9%	14.0%	0.0	-44.1%[inhibitor]	-4.7%	-15.3	-5.8%
COc1ccccc1N(CC(=O)Nc1cccnc1)S(=O)(=O)c1ccccc1	7.8%	13.6%	-16.3%	-14.3	-16.5%	-1.3%	-5.0	1.1%
COc1ccc(Cl)c2sc(N3CCN(C(=O)c4ccco4)CC3)nc12	17.2%	-2.6%	17.8µM*	15.7	0.7%	18.5%	0.1	8.6%
COc1ccc2nc(C)cc(N/N=C/c3cccc(OC)c3O)c2c1	-8.6%	8.9%	?	0.0	-5.3%	?	-3.1	4.4%
CC1CCCCN1CC(=O)NC(c1ccccc1)c1ccccc1 (stereo unspecified)	?	8.9%	8.3%	-1.3	8.0%	-26.3%	-3.4	-6.0%
COC(=O)C12CC3CC(C1)CC(n1cnc(Cl)n1)(C3)C2	9.6%	6.1%	0.0%	5.7	8.4%	23.9%	2.6	1.0%
Cc1ccc2oc(-c3cccc(NC(=O)c4ccc(Br)o4)c3C)nc2c1	-3.2%	-82.9%[15.6 µM]	5.7%	37.1	8.2%	10.0%	0.5	11.2%
CCc1ccc(OCCOC(=O)Nc2ccccc2)cc1	-7.1%	2.9%	-0.3%	-17.4	7.9%	-26.0%	1.5	4.2%
CCC(=O)Nc1nnc(SCC(=O)Nc2ccc(F)cc2)s1	-2.3%	-5.8%	9.4%	-3.9	0.9%	14.1%	-3.5	-3.7%
CCOC(=O)c1cccc(NC(=O)C2CCCN2S(=O)(=O)c2cccc3cccnc23)c1 (stereo unspecified)	0.0%	-10.5%	6.1%	-11.0	-2.9%	18.1%	2.2	9.7%
CCOc1ccccc1NC(=O)C1Cc2ccccc2CN1S(C)(=O)=O (stereo unspecified)	5.4%	0.7%	0.0%	-12.4	1.7%	11.1%	0.6	5.2%
CN1CCN(Cc2ccc(OCc3ccccc3)cc2)CC1	1.5%	-3.2%	-19.0%	-5.5	-3.9%	24.3%	-3.5	6.7%
CN(N)c1nc(C(F)(F)F)nc2ccccc12	-2.7%	9.4%	1.9%	4.6	-7.9%	9.7%	-1.9	-0.1%
O=C(N/N=C/c1ccc(F)cc1)c1cccc(NC(=O)c2ccccc2Cl)c1	0.4%	1.6%	-1.8%	7.8	6.7%	6.2%	-8.1	-3.3%
Cc1cc(NC(=O)c2ocnc2C)no1	1.3%	9.4%	-21.3%	-13.6	6.7%	10.0%	2.0	5.9%
O=C(N/N=C/c1coc2ccccc2c1=O)c1cc(O)cc(O)c1	-3.4%	10.9%	?	-6.0	-25.9%	13.2%	7.1	5.0%
CN(CC(=O)Nc1ccccc1C(=O)NC1CC1)Cc1cccs1	-0.8%	3.0%	18.2%	8.3	-8.6%	-17.9%	0.7	-10.1%
CCN(C(C)=O)c1ccc(Oc2nc(OC)cc(OC)n2)cc1	-5.6%	-0.6%	-9.3%	-19.7	-13.6%	11.5%	-3.1	-1.7%
COc1cc(Cl)c(C)cc1NC(=O)CSC1=NCCS1	5.6%	9.1%	?	-6.6	-4.0%	29.0%	5.8	-15.7%
COc1ccc(NC(=S)N2CCc3ccccc32)cc1OC	-7.6%	2.5%	0.0%	6.8	-2.6%	?	-2.6	7.1%
COc1ccc(S(=O)(=O)N2CCN(C(=O)C3CCCO3)CC2)cc1 (stereo unspecified)	-4.1%	-0.7%	-21.3%	0.7	-9.0%	5.3%	3.7	-6.8%
Cc1ccc(-n2nc(C(=O)N3CCN(c4cccc(C(F)(F)F)c4)CC3)c3c4ccccc4n(C)c3c2=O)cc1	nt	nt	2.2%	nt	-15.6%	-17.1%	-17.8	nt
Cc1ccc2cc3c(nc2c1)N(Cc1ccco1)CC3	2.1%	9.6%	10.5%	-56.2*	10.4%	3.0%	0.5	-5.4%
COCCCn1c(=O)c2sccc2n2c(CCCC(=O)Nc3ccc(F)c(F)c3)nnc12	nt	nt	11.8%	nt	-7.9%	23.0%	-2.8	nt
CCc1c(C)sc(NC(=O)Cn2nc(C)c([N+](=O)[O-])c2C)c1C(N)=O	-5.4%	-0.9%	-29.7%	-19.8	-44.5%[inhibitor]	0.5%	0.2	9.4%
Cc1ccc(C(=O)Nc2ccccc2Oc2ccccc2)cc1[N+](=O)[O-]	1.7%	0.5%	14.5%	5.9	?	2.8%	0.9	-2.6%
COc1cc(OC)cc(-c2c(-c3cccs3)c3cc(-c4ccc(N(C)C)nc4)ccc3n2C)c1	0.6%	2.8%	2.3%	0.0	-5.8%	-19.2%	46.7*	9.2%
Cc1sc2nc(C)n(/N=C/N(C)C)c(=O)c2c1C	0.8%	15.5%	-15.5%	-2.3	-3.2%	14.3%	-15.2	-0.4%
CCC(C)NC(=O)c1sc2nc(C)c(C(=O)Nc3ccc(C)cc3C)c(-c3ccccc3Cl)c2c1N (stereo unspecified)	nt	nt	?	nt	1.2%	?	5.0	nt
COc1ccc(N2CC3=C(C2=O)C(c2ccc(Br)cc2)NC(=O)N3C)cc1 (stereo unspecified)	2.4%	nt	16.0%	nt	-4.1%	5.6%	5.2	nt

The final 3 compounds of the part above open the next one:
SMILES	aSyn yeast inh	EPAC2 agonist	TDP43 rescue	D3 antag	Abeta rescue	FUS yeast rescue	D3 ag	EPAC2 antag
Cc1sc2nc(C)n(/N=C/N(C)C)c(=O)c2c1C	0.8%	15.5%	-15.5%	-2.3	-3.2%	14.3%	-15.2	-0.4%
CCC(C)NC(=O)c1sc2nc(C)c(C(=O)Nc3ccc(C)cc3C)c(-c3ccccc3Cl)c2c1N (stereo unspecified)	nt	nt	?	nt	1.2%	?	5.0	nt
COc1ccc(N2CC3=C(C2=O)C(c2ccc(Br)cc2)NC(=O)N3C)cc1 (stereo unspecified)	2.4%	nt	16.0%	nt	-4.1%	5.6%	5.2	nt
CCNC(=O)C1(C)CCCN(Cc2csc(-c3ccccc3)n2)C1 (stereo unspecified)	6.4%	2.3%	0.0%	12.1	7.7%	-11.1%	-2.9	-8.9%
CCC1=C(OC(=O)N(CC)CC)N2C(=O)OC(=NCC3CC3)[C@]2(C)[C@H]2C1=CC[C@H]1C(=O)N(C)C(=O)[C@H]12	2.2%	0.4%	17.4%	32.6	9.2%	-8.1%	10.9	-3.3%
CCC/C(C)=N/NC(=O)c1ccccc1O	-9.0%	17.6%	-0.4%	-22.3	-10.5%	-8.6%	-4.2	12.6%
O=C(c1ccccc1F)N1CCN(Cc2ccccc2F)CC1	-0.5%	10.1%	-6.6%	-57.3*	-15.4%	36.1%	-12.2	-0.7%
O=C(NC(=S)Nc1ncccn1)c1ccccc1Br	4.7%	-1.1%	4.7%	-14.6	10.6%	3.1%	1.1	-1.0%
COc1ccc(/C=N/NC(=O)C2CCN(c3ncc(C(F)(F)F)cc3Cl)CC2)cc1	-19.9%	-7.1%	5.7%	6.7	-17.4%	7.8%	0.7	12.7%
O=C(c1nn(-c2ccccc2)c(=O)c2ccccc12)N1CCN(c2ccccn2)CC1	2.5%	4.4%	-8.1%	16.9	3.5%	14.8%	18.6	-5.7%
Cc1cc(C)cc(N2CC(c3nc(-c4ccccc4C)no3)CC2=O)c1 (stereo unspecified)	nt	nt	19.3%	nt	1.3%	?	1.9	nt
CC(/C=C/c1ccccc1)=N\NC(=O)c1ccc2c(c1)OCCO2	-17.3%	3.4%	-9.4%	-27.9	-26.4%	-4.4%	-6.9	4.9%
c1ccc(-n2nc3ccccc3n2)cc1	-6.1%	7.6%	-4.5%	8.7	-9.6%	16.7%	-4.9	-6.9%
COc1ccc(OC)c(S(=O)(=O)n2ccnc2C)c1	4.0%	0.7%	14.5%	26.8	5.5%	-1.8%	-0.2	6.4%
COCCn1c(SCC(=O)c2cccc(OC)c2)nnc1-c1ccco1	-2.6%	5.7%	-3.9%	-7.9	1.5%	12.5%	-0.8	-1.0%
O=C1CCC(=O)N1c1ccc(NCc2ccccc2Cl)c([N+](=O)[O-])c1	7.4%	-33.8%[inhibitor]	22.4µM*	-9.3	18.7%	-4.9%	-3.5	23.6%
Cc1cccc(N2CCN(C(=O)CN3C(=O)COc4ccc(S(=O)(=O)N5CCCC5)cc43)CC2C)c1 (stereo unspecified)	?	nt	-5.6%	nt	-10.6%	19.6%	1.5	nt
N#Cc1c(N)nc2c3c(sc(=N)c2c1N)NC(=O)CC3c1c(F)cccc1Cl (stereo unspecified)	-18.8%	2.8%	-13.2%	-10.6	-0.2%	nt	-1.4	0.1%
